E-sel TNF inh: TNF alpha driven E-selectin expression inhibition; inhibition, % at 2 µM; HUVEC TNFa-induced E-selectin immunofluorescence, high content; 120,000 tested, 0.71% active; AID 1246;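 active = inhibition above the batch mean plus 3 SD, and confirmed as a hit on visual image review, cut at about 43% in these data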;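 also: 0% = TNF-stimulated DMSO wells and 100% = unstimulated control wells; not every result past the cut was called active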
Measles CPE: protection of cells from measles virus | 140,000 tested, 1.5% active | Measles virus-infected cells, CPE protection, absorbance | AID 841 | protection (pct of control), % at 4 µM; in the data active = protection mostly above about 24%, no sharp cut-off; inactive = mostly below about 26%; also: some compounds called inactive have numbers as strong as hits
PTEN del growth: growth suppressors of cells with PTEN tumor suppressor deletion | 140,000 tested, 1.2% active | viability, % at 10 µM | HCT116 PTEN-null viability, CellTiter-Glo, 60 h; active compounds read low;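 active = viability at or below a set limit, 4 SD under the median of all tested compounds, cut at about 3.7% in these data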;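 also: PTEN knockout HCT116 line with beta catenin targeted HCT116 as companion control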
Phagocyt inh: macrophage phagocytosis inhibition | J774A.1 macrophage IgG-bead phagocytosis, imaging | inhibition, % at 5 µM | 110,000 tested, 0.07% active | AID 1029;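 active = inhibition above the mean of the plate negative controls plus 5 SD, cut at about 13% in these data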;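 also: phagocytic index as fraction of beads internalized from green versus red external bead signal; plate controls were DMSO negative control for no effect and cytochalasin-D positive control for full effect; some results beyond the cut were filed as inactive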
HCT116 bCat-KO: beta-catenin-lacking colon tumor cell growth suppression; HCT116 beta-catenin knockout viability, CellTiter-Glo, 60 h; active compounds read low; viability, % at 10 µM; 140,000 tested, 1.5% active; AID 818;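 active = viability at or under a set limit, the compound median less 4 SD, cut at about 6% in these data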;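 also: 0% = Hyamine 1622 control at 20 µM and 100% = untreated cell control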
MRP1 act: activates MRP-1. AID 799. viability increase, % at 10 µM. 140,000 tested, 0.61% active. H69AR cells + doxorubicin, viability rescue, CellTiter-Glo;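 active = viability gain under doxorubicin at or above a set limit, the compound median plus 3 SD, cut at about 4.7% in these data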;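 also: MRP-1 overexpressing cells given doxorubicin 25 µM after compound pretreatment; 18-22 h compound pretreatment then 72 h with doxorubicin before readout; 0% = doxorubicin-only wells and 100% = vehicle-treated cells without doxorubicin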
Yeast growth inh: chemicals that inhibit yeast BB579 growth in restrictive medium (lifespan-shortening candidates); S. cerevisiae BB579 growth, OD615, 48 h; inhibition, % at 10 µM; 140,000 tested, 0.51% active; AID 804;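 active = inhibition above a set limit, 3 SD over the mean compound inhibition, cut at about 44% in these data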; also: inactives centre near -24
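Assay system – yeast BB579 (DeaD) · Dosing – single compound dose of 10 µM, 0.25% DMSO final · Detection – OD615 turbidity measurement · Buffer or medium – CSMM-D restrictive synthetic medium containing dextrose (glucose) · Benchmarks – positive control amphotericin B 10 µg/mL · Incubation – 48 h exposure, 30 °C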
GALR2 antag: GALR2 (human) receptor antagonism | O43603 | GALR2-expressing cells, antagonist mode | inhibition, % at 4 µM | 140,000 tested, 0.39% active; in the data active = inhibition above about 27%;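 also: cells stimulated with galanin 1-16 at roughly its EC80; 0% = agonist challenge control and 100% = basal control without agonist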
Target sequence (O43603 whole entry, looked up): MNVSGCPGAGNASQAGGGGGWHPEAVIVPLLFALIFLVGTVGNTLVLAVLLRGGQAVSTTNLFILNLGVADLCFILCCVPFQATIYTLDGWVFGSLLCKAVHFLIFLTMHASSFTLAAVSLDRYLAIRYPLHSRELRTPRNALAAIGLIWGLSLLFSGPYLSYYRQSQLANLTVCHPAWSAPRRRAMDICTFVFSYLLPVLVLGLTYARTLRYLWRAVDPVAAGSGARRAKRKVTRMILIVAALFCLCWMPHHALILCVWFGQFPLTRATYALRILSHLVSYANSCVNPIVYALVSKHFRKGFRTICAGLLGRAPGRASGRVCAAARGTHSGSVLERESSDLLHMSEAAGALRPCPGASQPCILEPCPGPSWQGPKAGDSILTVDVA
Yeast lifespan up: yeast lifespan extension; inhibition of the nicotinamide effect, % at 10 µM; AID 775; 130,000 tested, 0.68% active; S. cerevisiae growth with nicotinamide, OD615; deaD strain in restrictive glucose medium;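 active = inhibition above a set limit, placed 3 SD over the median of all compounds, cut at about 26% in these data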;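 also: 0% = nicotinamide-treated wells and 100% = cells grown without nicotinamide; some compounds called inactive have numbers as strong as hits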
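Measured by: optical density (absorbance) at 615 nm; System: modified budding yeast, DeaD strain; Medium: restrictive CSMM-D dextrose medium; Timing: 4 h preincubation then 48 h treatment at 30 °C.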
NPY Y2 blocker: blocks the human neuropeptide Y Y2 receptor | P49146 | AID 793 | NPY-Y2 expressing cells, antagonist mode | inhibition, % at 2.7 µM | 140,000 tested, 0.99% active; in the data active = inhibition above about 17%;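 also: 0% = vehicle with agonist challenge and 100% = reference antagonist with challenge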
Target sequence (P49146 whole entry, looked up): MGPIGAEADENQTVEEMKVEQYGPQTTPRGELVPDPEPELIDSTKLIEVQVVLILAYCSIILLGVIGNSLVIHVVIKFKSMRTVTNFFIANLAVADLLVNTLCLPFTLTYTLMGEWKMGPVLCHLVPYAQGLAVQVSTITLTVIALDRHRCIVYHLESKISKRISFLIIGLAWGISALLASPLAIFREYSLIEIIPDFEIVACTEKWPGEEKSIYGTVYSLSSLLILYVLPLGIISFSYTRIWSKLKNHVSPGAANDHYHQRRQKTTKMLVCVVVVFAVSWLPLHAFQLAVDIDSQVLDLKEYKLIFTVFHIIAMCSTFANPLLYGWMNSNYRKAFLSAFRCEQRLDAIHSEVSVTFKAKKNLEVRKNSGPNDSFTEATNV
* = called active by the depositor; · = no result given.

Every second line gives: E-sel TNF inh, Measles CPE, PTEN del growth, Phagocyt inh, HCT116 bCat-KO, MRP1 act, Yeast growth inh, GALR2 antag, Yeast lifespan up, NPY Y2 blocker
1. O=C(c1ccc(-c2nnc(-c3ccccc3)o2)cc1)N1CCCCCC1
    ·, 17, 87, 1, 95, -2.4, -9, -14, -19, 7
2. COCCCn1c(SCC(=O)NC2CCCCC2)nnc1-c1ccncc1
    35, -1, 98, 0, 87, -0.1, -1, -10, -10, 0
3. COc1ccc(/C(C)=N\NC(=O)CSc2nnc(C)s2)cc1
    2, 10, 90, -5, 99, -0.3, 3, -7, -1, 4
4. CCOC(=O)C(C(C)=O)c1nc(C)nc2c1nnn2Cc1ccccc1Cl (configuration not stated)
    14, 4, 75, ·, 80, -0.6, -27, -2, ·, 5
5. Cc1cc(C)c(C(N)=O)c(Nc2cccc(Cl)c2C)n1
    -38, 10, 92, 2, 92, 0.1, -20, 13, -9, 1
6. COc1ccc(/C=C/C(=O)c2ccc3c(c2)OCO3)c(OC)c1
    ·, 10, 57, 2, 53, -4.2, -56, 2, 0, 9
7. O=C(Cc1ccc(-n2c(=O)c3sccc3n(Cc3ccc(F)cc3)c2=O)cc1)NCc1ccco1
    3, 7, 73, 1, 89, -1.6, -5, -3, -10, 5
8. CC(C)=CCc1c(C)nc2ccccc2c1C(=O)O
    ·, 5, 97, ·, 96, 0.3, -19, 2, -2, 2
9. O=C(Nc1ccccc1)N1N=C(c2cccs2)CC1c1cccs1 (configuration not stated)
    43, 10, 74, -7, 81, -0.8, 15, 6, 1, 5
10. CCOc1ccccc1CNC(=O)C1CCC(=O)N1C(C)C (configuration not stated)
    ·, 6, 94, 1, 96, -0.1, -22, -1, 2, 1
11. C[C@@H](C(=O)Nc1ccc2ccccc2c1)[C@@H]1C[C@@]1(C)[C@@H](NC(=O)c1cccnc1)c1ccccc1
    28, 6, 87, ·, 81, -2.0, -41, 6, 8, -2
12. Cc1cc(C(=O)NCc2cccs2)c(C)o1
    -5, 16, 85, -1, 99, -1.3, 13, 6, -8, 1
13. O=C1CC(c2ccccc2)CC(O)=C1C=Nc1ccccc1Cl (configuration not stated)
    11, 3, 102, -1, 95, 1.0, -44, 4, 16, 14
14. CCOC(=O)Cn1c2[n+](c3ccccc31)CC(O)CS2 (configuration not stated)
    44, 8, 98, 1, 100, -1.3, -9, 3, -2, 1
15. CCOC(=O)CSc1nc2cc(C(=O)NCc3ccco3)ccc2c(=O)n1-c1ccc(F)cc1
    ·, 3, 70, 0, 68, -1.1, -27, ·, -18, ·
16. O=C(C/C=N\OCc1c(Cl)cccc1Cl)Oc1ccc(Cl)cc1Cl
    3, 11, 97, 0, 94, -3.0, -11, -2, -9, 2
17. Cc1ccc(NC(=O)Cc2noc3ccccc23)c(C)c1
    7, 21*, 88, -2, 83, -2.8, -8, -8, 2, -1
18. O=C1CC(c2ccco2)Cc2nc(Nc3ccc(F)cc3)ncc21 (configuration not stated)
    ·, 2, 71, -1, 77, 1.8, -4, -10, -14, 5
19. O=C(CCc1ccccc1)NNC(=O)c1ccccc1Br
    ·, 9, 96, -6, 90, -0.9, -28, 0, 0, 0
20. COc1ccc(OC)c(N(CC(=O)N2CCN(c3cc(Cl)ccc3C)CC2)S(C)(=O)=O)c1
    -20, 14, 63, -1, 70, -0.5, 1, -6, -13, 6
21. O=c1cc(NCc2ccc3c(c2)OCO3)[nH]c(=O)n1-c1ccc(Cl)cc1
    -45, 21, 87, 3, 92, -0.6, -15, 10, 0, -1
22. Cc1cccc(OCC(O)CN2CC3(C)CC2CC(C)(C)C3)c1 (configuration not stated)
    -5, 11, 88, 0, 96, -1.9, -38, 4, 2, 4
23. COc1cc2cc(CN(C(=O)NC3CCCCC3)C3CCCC3)c(=O)[nH]c2cc1OC
    -27, 22, 82, -1, 83, -1.2, -31, 6, -2, 1
24. O=C(NCCCN1CCCCC1)C1(S(=O)(=O)c2ccc(Cl)cc2)CC1
    ·, 4, 92, 0, 82, -1.6, -15, 4, 7, 0
25. Cc1cc(C)n(-c2ccc(C(=O)Nc3nnc(C)s3)cc2)n1
    13, 13, 96, 0, 98, -0.1, -22, -25, -7, -1
26. COCCNC(=O)C1CC(=O)N(C2CCCCC2)C1 (configuration not stated)
    19, 6, 98, 1, 85, -0.8, -41, 8, -9, 0
27. CCCC(CCC)C(=O)Nc1cccc(C(=O)O)c1
    33, 12, 105, 0, 98, 0.0, -14, -1, -6, 1
28. CCCC(=O)Nc1ccc(Nc2ccccc2)cc1
    7, 9, 89, 4, 93, -4.6, -11, 3, -5, 3
29. COc1ccccc1N(CC(=O)Nc1ccccc1C)S(C)(=O)=O
    39, 4, 103, ·, 93, -0.9, -12, -3, ·, 1
30. Fc1ccccc1N1CCN(CC2CC3C=CC2C3)CC1 (configuration not stated)
    -83, 6, 81, -1, 76, 1.5, -7, -6, -13, 3

Every second line gives: E-sel TNF inh, Measles CPE, PTEN del growth, Phagocyt inh, HCT116 bCat-KO, MRP1 act, Yeast growth inh, GALR2 antag, Yeast lifespan up, NPY Y2 blocker
31. CN1C(=O)c2ccccc2C(C(=O)O)C1c1cccc(F)c1 (configuration not stated)
    ·, 0, 93, -3, 88, -1.8, -35, 2, -7, 3
32. O=C(CN1C(=O)C2C3C=CC(C3)C2C1=O)NCCc1ccccc1 (configuration not stated)
    ·, 6, 97, 0, 103, 1.1, -51, 6, -1, 1
33. Cc1ccc(S(=O)(=O)Nc2ccccc2C(=O)Nc2ccc(S(=O)(=O)Nc3nccc(C)n3)cc2)cc1
    ·, 3, 93, -12, 98, -2.0, -55, 2, 3, 6
34. CCC(C)(C)NC(=O)CC(c1ccc(OC)cc1)n1cccc1 (configuration not stated)
    ·, 0, 92, 0, 94, -1.5, -24, -5, 5, 3
35. CCCC/C=C/C(NC(=O)CCc1ccccc1)c1ccccc1 (configuration not stated)
    9, 6, 64, ·, 65, -2.3, -21, -11, 7, 9
36. Cc1ccc(S(=O)(=O)N2CCC(C(=O)Nc3ccccc3N3CCCCC3)CC2)cc1
    -2, 34*, 77, 2, 87, -2.4, -31, 8, -4, 3
37. Cc1c(Cl)cccc1N1C(=O)CC(NNC(=O)c2cccnc2)C1=O (configuration not stated)
    -12, 12, 98, -4, 87, 2.8, -11, -3, 0, 1
38. CCOC(=O)N1CCN(C(=O)CSc2nnc(-c3ccc(C(C)(C)C)cc3)o2)CC1
    10, 12, 82, 0, 91, -1.4, -32, 4, -6, 5
39. Cc1ccc(C(NC(=O)N2CCOCC2)C(Cl)Cl)cc1F (configuration not stated)
    ·, 8, 93, -6, 94, 0.4, -14, -2, -1, 0
40. O=C(NC(=S)Nc1ccc2[nH]ncc2c1)c1ccccc1
    16, 10, 93, 0, 97, -2.4, -1, 11, -17, 2
41. COc1ccc(N2CCN(c3ncnc4c3cnn4-c3ccc(C)cc3C)CC2)cc1
    12, 14, 72, -1, 74, -1.6, -82, 5, -1, -1
42. O=C(NC(=S)Nc1cccc(NC(=O)c2ccccc2)c1)c1cccc([N+](=O)[O-])c1
    ·, 25, 90, ·, 102, -2.5, -44, 6, 1, 0
43. COc1ccc(-c2noc(CCC(=O)N3CCN(c4cc(C)ccc4C)CC3)n2)cc1
    -13, 5, 101, ·, 88, -1.6, -25, -5, -17, 13
44. COc1cc(/C=N/N2C(=O)c3ccccc3NC2(C)c2cccc([N+](=O)[O-])c2)cc(Br)c1O (configuration not stated)
    -43, 10, 95, 0, 90, -2.9, -28, -4, -7, 17*
45. O=C(CCC1COc2ccccc2O1)NCC1COc2ccccc2O1 (configuration not stated)
    -2, 8, 74, ·, 86, -2.6, 0, 9, -5, 6
46. CSc1ccc(S(=O)(=O)NCCSC(C)(C)C)cc1
    -28, 12, 75, -1, 66, -1.9, -52, 18, 9, 1
47. O=C(NC1(C(F)(F)F)NC(=O)N(CCc2ccccc2)C1=O)C1CC1 (configuration not stated)
    ·, 19, 103, 0, 96, 0.5, -20, 1, 6, 1
48. C=CCOn1c(=O)c(-c2cc3ccccc3o2)[n+]([O-])c2ccccc21
    ·, 3, 84, -1, 85, -3.2, 4, 13, -6, 2
49. Cc1cccc(Nc2cc(=O)[nH]c(=O)[nH]2)c1C
    ·, 18, 97, -6, 98, -2.3, -4, 5, -2, 2
50. Nc1c(NCCC2=CCCCC2)c(=O)[nH]c(=O)n1Cc1ccccc1
    9, 9, 82, 1, 87, -2.0, -47, -7, -8, -2
51. Cc1ccccc1C(=O)NNC1=NCCC1
    3, 4, 102, -1, 102, 0.4, -22, 1, 29*, 3
52. CC(C)(C)c1nc2scc(-c3cccs3)c2c(=O)o1
    -18, 16, 89, 0, 79, -3.2, -22, 3, -24, 10
53. CCN(CC)S(=O)(=O)c1cccc(C(=O)Nc2cc(C)cc(C)c2)c1
    ·, 30, 85, ·, 83, -0.6, -36, 12, -1, 0
54. NC(=O)NC(c1ccccc1)c1ccccc1
    16, 7, 103, ·, 104, 0.6, -26, -5, -12, 1
55. O=C(NCc1ccccc1Cl)c1cnn2cccnc12
    -53, 25, 98, 2, 114, -2.9, 8, -14, -23, 1
56. Cc1ccccc1C(=O)c1cccn1CC(=O)NCCN1CCN(c2cccc(C)c2C)CC1
    -8, 13, 7, ·, 4.3*, -2.7, -70, -14, 10, 21*
57. O=C(Nc1c2c(nc3ccccc13)CCCC2)c1ccccc1Br
    52, 27, 87, -12, 84, -2.7, -5, 5, 0, 10
58. c1ccc(-c2ccnc3nc(N4CCN(c5ccccc5)CC4)nn23)cc1
    9, 37, 99, ·, 82, 0.4, -7, -7, -15, 5
59. CCN1/C(=C2\C(=O)N(c3ccccc3)N=C2C)C=Cc2cc(C)ccc21
    ·, 16, 91, -11, 93, -1.4, -51, -1, 4, 4
60. Cc1cc(C)nc(N/N=C/C2=C(N3CCOCC3)C(=C/c3ccccc3)/CC2)n1
    -6, 31, 27, -1, 38, -0.7, -30, 10, -6, 76*
61. Cc1ccn2cc(C(=O)Nc3ccc4c(c3)OCCO4)nc2c1
    -18, 6, 73, 0, 76, 3.4, -41, 1, -17, 3

Screening results as filed in PubChem.
